# HP1b binding inh: HP1-beta chromodomain-methylated histone interaction inhibition; AID 540317; AlphaScreen HP1-beta / biotin-H3K9me3 peptide binding; 0.56% of 390,000 active; P83916; Potency, µM (top dose mostly 114 µM), without a hit: top-dose activity change, negative = inhibition, most hits filed as inhibitors; further: potency means the concentration at half of the fitted maximal effect; nearly all actives have a fitted effect of over 70% in size; inactives centre near 23
#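 AlphaScreen: HP1-beta (50 nM) preformed 30 min with biotin-H3(1-18)K9me3 peptide (50 nM) in PBS pH 7.4, 0.01% Tween-20. Compound added for 30 min at RT, then streptavidin donor/nickel chelate acceptor beads (10 ug/mL) for 30 min.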
# GLS inh: glutaminase GLS (human) inhibition. O94925. GLS enzymatic activity, qHTS titration. Potency, µM (titrated, usually from 45.5 µM), for inactives: top-dose activity change, negative = inhibition, hits mostly inhibitors. 0.21% of 410,000 active. AID 624170; further: potency means the concentration at half of the fitted maximal effect; on the % scale 0 is the no-effect control and ±100 the full control effect
#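 Read-out is an Amplex red fluorescence increase coupled through glutamate oxidase and HRP, measured before and after 30 min room-temperature incubation. hKGA is in 45 mM KH2PO4 (pH 8.2) with 0.02% Tween-20; glutamine added as 1mM solution.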
# BAZ2B block: inhibitors of human BAZ2B bromodomain | Q9UIF8 | AlphaScreen BAZ2B-H3K14Ac peptide displacement | Potency, µM (series often up to 114 µM), for inactives: at the top dose activity change, negative = inhibition, most hits filed as inhibitors | 4.4% of 360,000 active | AID 504333; further: potency means the concentration at half of the fitted maximal effect; on the % scale 0 is the no-effect control and ±100 the full control effect; nearly all actives have a fitted effect of over 60% in size
#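 AlphaScreen displacement: compounds (up to 110uM) incubated 30 min at room temperature with a preformed 50 nM BAZ2B/50 nM biotinylated H3K14Ac peptide complex in PBS pH 7.4 with Tween-20. Donor and acceptor beads at 10 ug/mL final added, 20 min light-protected before reading.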
# G9a block: inhibitors of human histone lysine methyltransferase G9a. Q96KQ7. G9a H3K9 monomethylation, AlphaScreen, 2 h. Potency, µM (doses to about 102 µM), without a hit: top-dose activity, negative = inhibition, most hits filed as inhibitors. 8.8% of 350,000 active. AID 504332; further: potency means the concentration at half of the fitted maximal effect; on the % scale 0 is the no-effect control and ±100 the full control effect; nearly all actives have a fitted effect of over 75% in size
# Target sequence (Q96KQ7 913-1193 limits assumed): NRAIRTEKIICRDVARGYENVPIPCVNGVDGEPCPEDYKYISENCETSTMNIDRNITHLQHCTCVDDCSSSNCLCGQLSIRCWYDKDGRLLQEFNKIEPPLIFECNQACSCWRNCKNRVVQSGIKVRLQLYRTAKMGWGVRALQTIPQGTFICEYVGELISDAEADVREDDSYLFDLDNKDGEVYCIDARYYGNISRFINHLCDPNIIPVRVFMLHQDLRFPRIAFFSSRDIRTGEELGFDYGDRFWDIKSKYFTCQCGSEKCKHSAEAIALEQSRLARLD
#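 Methyltransferase reactions run at room temperature for 2 h (20 nM enzyme, 500 nM biotin-H3K9 peptide, 20 uM SAM) after a 15 min compound preincubation; product detected by AlphaScreen beads and anti-H3K9me1 antibody.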
# JMJD2A Tudor: inhibitors of human JMJD2A Tudor domain; AlphaScreen JMJD2A-Tudor / H3K4me3 peptide binding; Potency, µM (top dose mostly 114 µM), inactives show top-dose activity change, negative = inhibition, actives largely listed as inhibitors; 4.4% of 390,000 active; AID 504339; further: potency means the concentration at half of the fitted maximal effect; on the % scale 0 is the no-effect control and ±100 the full control effect; nearly all actives have a fitted effect of over 50% in size
# ALOX12 inh: inhibitors of human 12S-lipoxygenase ALOX12; 1.1% of 580,000 active; purified 12hLO, xylenol orange hydroperoxide absorbance; P18054; Potency, µM (doses to about 108 µM), for the others: at the top dose activity change, negative = inhibition, hits mostly inhibitors; further: potency means the concentration at half of the fitted maximal effect; on the % scale 0 is the no-effect control and ±100 the full control effect
#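 Purified human 12hLO (150 nM final) in 25 mM Hepes, 0.01% Triton X-100, pH 7.0 was preincubated 15 min at room temperature with compound. Then 40 uM arachidonic acid was added, 30 min. Hydroperoxide was read by Fe-XO absorbance ratio 573/405 nm.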
# PI4K2A inh: inhibitors of human PI4K2A. 0.13% of 420,000 active. Q9BTU6. AID 1346378. activity change, negative = inhibition, % at 76.9 µM. purified PI4K2A, ADP-Glo luminescence, 1 h; active compounds read low; in the data active means activity change below about -50%; inconclusive means mostly about -30% to -49%;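 further: -100% = wells without enzyme as full effect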
#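 PI4K2A activity was measured by ADP-Glo luminescence: enzyme (4 ug/mL stock) and phosphatidylinositol (1.2 mM stock) in Tris pH 7.5/MgCl2/EGTA/Triton X-100 buffer were reacted with ATP (300 microM stock) for one hour at ambient temperature.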
# ERG Ets-DNA blk: ERG Ets/DNA interaction inhibition. P11308. fluorescence polarization, His-ERG Ets domain / labelled DNA. Potency, µM (series often up to 76.9 µM), for the others: at the top dose FP activity, negative = inhibition, most hits filed as inhibitors. 0.028% of 370,000 active. AID 624246; active means well fitted inhibition curve with a large enough effect in the polarisation, with a control signal flat; inconclusive means small, poorly fitted or top-dose-only effect, or effect the other way, or a change in a side signal; inactive means no such curve, though single readings can be large or run the other way; the % refers to the polarisation;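 further: polarization taken with two DNA probes labelled with fluorescein and Texas red; potency means the concentration at half of the fitted maximal effect; % of control where 0% means no effect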
# Target sequence (P11308 whole entry, looked up, the tested form may be a part): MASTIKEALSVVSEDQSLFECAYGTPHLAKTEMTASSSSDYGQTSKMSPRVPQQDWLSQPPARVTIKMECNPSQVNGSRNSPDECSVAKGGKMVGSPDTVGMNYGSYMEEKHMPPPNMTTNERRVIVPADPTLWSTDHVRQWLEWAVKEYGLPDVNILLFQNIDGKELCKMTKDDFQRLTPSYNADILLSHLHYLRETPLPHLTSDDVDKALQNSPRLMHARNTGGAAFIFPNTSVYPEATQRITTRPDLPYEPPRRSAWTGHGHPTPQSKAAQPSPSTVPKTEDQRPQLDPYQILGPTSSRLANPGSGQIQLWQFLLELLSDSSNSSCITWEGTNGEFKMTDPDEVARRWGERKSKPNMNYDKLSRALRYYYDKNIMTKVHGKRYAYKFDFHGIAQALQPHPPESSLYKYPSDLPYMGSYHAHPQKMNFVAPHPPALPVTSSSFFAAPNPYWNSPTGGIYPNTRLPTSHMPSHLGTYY
#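 His-tagged ERG Ets domain (1 uM in the protein solution; 300mM KCl, 50mM Tris-HCl, 1mM EDTA, 1mM DTT, pH 7.5) received compound, then a probe mix of 5 nM fluorescein-DNA and 100nM Texas-615-DNA. Fluorescence polarization was read for both dyes.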
# RGS4 inhibitor: inhibitors of human regulator of G protein signaling 4; Transcreener GDP fluorescence polarization, RGS4-accelerated GTP hydrolysis; Potency, µM (titrated, usually from 114 µM), inactives show at the top dose activity change, negative = inhibition, most hits filed as inhibitors; 0.039% of 390,000 active; AID 504845; further: potency means the concentration at half of the fitted maximal effect; on the % scale 0 is the no-effect control and ±100 the full control effect; nearly all actives have a fitted effect of over 75% in size; some results filed as inactive show a strong effect at the top dose
# Target sequence (P49798 whole entry, looked up): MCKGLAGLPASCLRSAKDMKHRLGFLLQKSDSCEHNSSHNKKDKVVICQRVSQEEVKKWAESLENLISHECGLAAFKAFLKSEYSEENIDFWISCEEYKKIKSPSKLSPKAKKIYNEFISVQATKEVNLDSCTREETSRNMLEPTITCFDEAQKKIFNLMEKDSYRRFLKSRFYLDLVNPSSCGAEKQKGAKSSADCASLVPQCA
#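 MLSMR compounds (23 nl, pin-transferred) preincubated 10 min at room temperature with a 500nM (2x) first reagent, then RGS4 at 900nM (2x) plus Transcreener GDP mix added; fluorescence polarization (620/688 nm) read before and after 90 min at 30 °C.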
# An asterisk follows results filed as active; ? = inconclusive; / = not tested or not shown; & = joins results of further samples; [ ] = remark or other dose. Unless noted, the call rests on the fitted dose curve; in most records, active means well fitted curve in the direction sought with a large enough effect; inconclusive means small, poorly fitted or top-dose-only effect, or another doubt; inactive means no such curve, though single readings can be large; an effect the other way counts as inactive or inconclusive. These rows are one share of the data; rates above refer to the full screens.
SMILES,HP1b binding inh,GLS inh,BAZ2B block,G9a block,JMJD2A Tudor,ALOX12 inh,PI4K2A inh,ERG Ets-DNA blk,RGS4 inhibitor
Cc1cc(C(F)(F)F)nn2cnnc12,28%,1%,-14%,5%,-10%,1%,2,6%,-25%
CC(C)c1ccc(-c2c(C#N)c(N)nc3c2CCCCC3)cc1,42%[activator],-11%,4%,1.8µM*,-17%,0%,-12,-17%,-26%
CCOc1ccc(Br)cc1S(=O)(=O)Nc1cccc(S(=O)(=O)N(CC)CC)c1,8%,-12%,6%,?,-22%,-25%,0,-4%,-32%
CCC(C(=O)N1CCC(N2CCCCC2)CC1)n1nc(C)c2sc3ccccc3c2c1=O (configuration not stated),6%[57 µM],-12%,-13%,-6%,-21%,-19%,-7,-7%,19%
O=C(NC1CCCC1)C(c1ccsc1)N(CCc1ccccc1)C(=O)Cc1cccs1 (configuration not stated),17%,2%,5%,18%[59 µM],-15%,-4%,0,-3%,10%
COc1ccc(N(C)C(=O)C2CCN(S(=O)(=O)c3cccc4nsnc34)CC2)cc1,6%,-6%,-19%,40%,-8%,2%,-3,9%,41%
COC(=O)c1cccc(NC(=O)CCNC(=O)c2ccc([N+](=O)[O-])cc2)c1,5%,-12%,5%,12%[59 µM],-22%,-3%,1,-13%,2%
COc1ccc(S(=O)(=O)N(CCc2ccccc2)CC(=O)O)cc1OC,24%,7%,/,-7%[59 µM],-13%,2%,-2,/,-7%
O=C(c1cc(F)cc2c1OCOC2)N1CCN(c2ccc(F)cc2)CC1,6%,1%,-12%,16%,-18%,6%,2,-5%,8%
COc1ccc2c(c1)CC/C(=C/c1ccco1)C2=O,?,-16%,35µM*,?,-34%,?,0,6%,-4%
Cc1cccn2c(=O)c(/C=N/O)c(N3CCCC3)nc12,15%,7%,-37%,-3%,-29%,1%,7,-2%,-2%
O=C(NCCS(=O)(=O)N1CCN(c2ccccc2F)CC1)C1CC(=O)N(c2ccc(F)cc2)C1 (configuration not stated),33%,2%&-5%,-17%&0%,15%,3%&-17%,-3%&-15%,-3&2,-5%&-2%,3%&16%
COC(=O)c1c(NC(NC(C)=O)C(Cl)(Cl)Cl)sc2c1CCCC2 (configuration not stated),15%,-10%,-35%,?,-19%,-20%,4,10%,-15%
CCOC(=O)c1sc(NCc2ccco2)c(-c2nc3ccccc3s2)c1N,12%,-15%,-33%,-14%[59 µM],?,-2%,-2,-2%,-50%
CCCN1C2=NCCN2c2ccccc21,42%[activator],?,12%,19%[59 µM],6%,15%,6,0%,-9%
COc1ccc(OC)c(Nc2ncnc3sccc23)c1,24%,13%,-30%,-17%,-12%,9%,0,1%,7%
Cc1nc2cc(Nc3ccncc3)ccc2s1,27%,-17%,-6%,?,-11%,-9%,-1,-4%,-3%
Cn1ccs/c1=N\S(=O)(=O)c1ccc(Br)cc1,45%[activator],-1%,0%,-4%[12.7 µM],3%,2%,9,-2%,21%
O=S(=O)(c1ccccc1)N(CC(O)CN1CCCC1)c1ccccc1 (configuration not stated),21%,-9%,0%,17%,-17%,-1%,2,-1%,26%
CCc1nnc(NC(=O)CSc2nnc(Cc3ccc(OC)cc3)o2)s1,52%[activator],-1%,-2%,-30%[12.7 µM],-6%,20%,5,/,-11%
COc1ccc(/C=N/OCC(=O)OCC(=O)N(C)c2ccccc2)cc1,21%,3%,-2%,50µM*,-2%,-19%,-1,-5%,-4%
CC(C)C12CN3CCN(CC(C3)/C1=N\NC(=O)Nc1ccccc1)C2,13%,6%,-22%,10%[59 µM],-16%,25%,2,-5%,-11%
CN(C(=O)CSc1nc2ccc(NC(=O)CCc3ccccc3)cc2s1)c1ccccc1,29%,6%,-13%,-2%[59 µM],-14%,-23%,1,1%,-16%
Cc1cc(Cl)c(S(=O)(=O)N2CCCC2)cc1OCC(=O)NC1CCCCC1,36%,7%,0%,21%,-8%,-21%,-3,7%,30%
O=C(Cn1cc(Cl)c([N+](=O)[O-])n1)NCCC1=CCCCC1,21%,-5%,-2%,-7%,-5%,-4%,7,-5%,-16%
Cc1ccc(CS(=O)Cc2ccc(C(=O)NCc3ccc4c(c3)OCO4)o2)cc1 (configuration not stated),39%,-1%,-13%,-5%,-8%,-14%,0,2%,-29%
O=c1oc2ccccc2c(Nc2ccc(O)cc2)c1[N+](=O)[O-],29%,14%,?,-8%[0.0925 µM],-12%,0%,-5,2%,-3%
CCN(CC)CC#Cc1ccc(C)cc1,22%,4%,-15%,?,-3%,-36%,3,4%,-3%
O=C(Cc1c(F)cccc1Cl)N1CCCC1,25%,3%,10%,3%[12.7 µM],-18%,1%[57.4 µM],-1,/,-26%
Nc1nonc1-n1nnc(C(=O)N/N=C/c2c(F)cccc2Cl)c1-c1ccc2c(c1)OCO2,16%[57 µM],-6%,?,9%,-1%,-6%,3,7%,-23%
Cc1cc(=O)n2nc(-c3ccccc3)sc2c1C#N,-4%,0%,17%,18%,?,2%,-2,?,?
N=c1ccn2c(n1)O[C@H]1[C@H](O)[C@@H](CO)O[C@H]12,22%,-1%&-8%,-4%,7%[59 µM],3%,-19%,5&-3,-6%,-4%[56.9 µM]
Cn1cc(CN(CCO)Cc2cccs2)c(-c2ccccc2F)n1,33%,10%,-13%,/,-15%,9%,4,-2%,-2%
COc1ccc(C(=O)NCC(c2ccc3c(c2)OCO3)N2CCOCC2)cc1 (configuration not stated),34%,8%,-5%,4%[59 µM],0%,-19%,-1,-5%,7%
CC(C(=O)NCc1ccccc1)N1C(=O)CN(C)C(=O)c2ccccc21 (configuration not stated),13%,-2%,2%,?,1%,-3%,1,-10%,20%
COc1ccc(NC(=O)CN(C)CC(=O)Nc2ccc3c(c2)CCC3)cc1,16%,-13%,-22%,-19%,-17%,-2%,-3,-3%,4%
O=C(COC(=O)COc1cccc(C(F)(F)F)c1)NC1CCCC1,27%,-1%,?,-6%,-19%,4%,-1,-11%,4%
CCN1C[C@@H]2[C@@H]3C(=O)N(C)C(=O)[C@@H]3[C@](Cc3ccccc3)(C1=O)N2C(=O)c1ccc(C)cc1,69%[activator],3%,/,/,-8%,5%,-2,-3%,12%
COc1ccc([C@H]2CC(=O)C=C(c3cc(OC)ccc3OC)C2)cc1,29%,6%,-7%,18%[2.33 µM],-26%,0%,-2,-5%,-1%
Clc1ccc(-n2nnnc2-c2ccccc2)cc1,-15%,-4%,1%,45µM*,3%,-24%&8%,-2,1%,-29%
COc1cccc(NC(=O)c2ccccc2N2C(=O)C3C4C=CC(C5CC45)C3C2=O)c1 (configuration not stated),50%[activator],-11%,-8%[57.1 µM],25%,-19%,?,1,-4%,-5%[56.9 µM]
O=C(O)[C@H](Cc1ccccc1)NC(=O)N1CCCCCC1,32%,-8%,7%,12%,5%,14%,4,11%,-4%
CS(=O)(=O)N(Cc1ccccc1)c1ccc(C(=O)NCCSCc2ccco2)cc1,-3%,-7%,?,6%[59 µM],?,0%,-2,5%,-17%
COc1ccccc1C(=O)N/N=C/c1ccc(Cl)s1,28%,-10%,25%,-10%,-12%,-5%,4,-1%,-2%
CC(C)C(=O)Nc1ccc(Br)cc1Cl,12%,5%,-17%,-15%,-8%,-1%,-2,4%,7%
CSc1ncccc1C(=O)OCC(=O)c1ccccc1,61%[activator],0%,-8%,-1%,16%[57.1 µM],2%,8,0%,-10%
CCN(CC)S(=O)(=O)c1ccc(N2CCCC2)c(NC(=O)CC(C)(C)C)c1,3%,7%,18%,/,-15%,-1%,2,2%,13%
c1ccc2c(c1)CCCN2c1nc(N2CCOCC2)nc(N2CCOCC2)n1,46%[activator],1%,-4%,?,-3%,7%,-2,0%,17%
CC(C)Cc1nnc(NC(=O)CCC(=O)Nc2ccc3cn[nH]c3c2)s1,36%,2%,-1%,-41%,-6%,?,-9,-8%,7%
Cc1cccc[n+]1C1C(c2ccccc2)C(C#N)=C(C(=C=[N-])C#N)NC1(O)C1CC1 (configuration not stated),-19%,-3%,-35%,40µM*,?,/,-4,6%,-20%
O=C(NCC1CCCO1)c1onc(CSc2ccc(Cl)cc2)c1C(=O)O (configuration not stated),62%[activator],33%[activator],-9%,29%[0.501 µM],-9%,-19%,-3,5%,-2%
O=C(NCc1c(O)ccc2ccccc12)c1ccccc1,?,7%,-30%,52%[activator],3%,?,1,-5%,4%
COc1ccc(C(=O)NNC(=S)NC2CCCCC2)cc1OC,26%,17%,7%,/,-8%,23%,1,/,-16%
Cc1cccc(NC(=O)Cn2c(=O)oc3cc(S(=O)(=O)N4CCCC4)ccc32)n1,23%,-3%,-19%,9%,-22%,23%,-3,5%,7%

# Reprinted from the listing (two entries):
SMILES,HP1b binding inh,GLS inh,BAZ2B block,G9a block,JMJD2A Tudor,ALOX12 inh,PI4K2A inh,ERG Ets-DNA blk,RGS4 inhibitor
O=C(NCc1c(O)ccc2ccccc12)c1ccccc1,?,7%,-30%,52%[activator],3%,?,1,-5%,4%
COc1ccc(C(=O)NNC(=S)NC2CCCCC2)cc1OC,26%,17%,7%,/,-8%,23%,1,/,-16%

# Assay outcomes (PubChem BioAssay)
